SW480 rerep: induces DNA re-replication in SW480 colon adenocarcinoma cells | SW480 DNA re-replication, Hoechst DNA content imaging, 48 h | Potency, µM (doses to about 46.1 µM), without a hit: at the top dose re-replication activation, most hits filed as activators | 1.8% of 340,000 active | AID 624297; also: potency is read from the fitted curve at half-maximal effect; % of control where 0% means no effect; nearly all actives have a fitted effect of over 55% in size
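SW480 cells exposed to compounds for 48 hr at 37 C, 5% CO2, then Hoechst-stained 40 min. Nuclear DNA content imaged by fluorescence scanning (405 nm excitation, 500-530 nm emission); re-replication scored as increased high-intensity nuclei.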
KB-V1 MDR tox: kills drug-selected multidrug resistant KB-V1 cells; KB-V1 MDR cells viability, CellTiter-Glo, 72 h; Potency, µM (highest dose often 46.1 µM), for the others: at the top dose activity change, negative = cytotoxicity, most hits filed as cytotoxic; 3.4% of 400,000 active; AID 1347076; also: potency is read from the fitted curve at half-maximal effect; % is scaled to controls: 0 for no effect and ±100 for the full control effect; nearly all actives have a fitted effect of over 60% in size
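In this primary screen, KB-V1 cells overexpressing P-gp are incubated with library compounds (lowest to highest concentration) for 72 h at 37 degrees C before a luminescent ATP viability read.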
GLP1R ag: GLP-1 receptor (human) agonism. P43220. HEK293 GLP-1R CRE-luciferase, luminescence, 4-6 h; cells express a hypersensitive GLP-1R form. Potency, µM (titrated, usually from 45.6 µM), for inactives: at the top dose activation, usual class: activators. 0.007% of 380,000 active; also: potency is read from the fitted curve at half-maximal effect; % of control where 0% means no effect
Target sequence (P43220 whole entry, looked up): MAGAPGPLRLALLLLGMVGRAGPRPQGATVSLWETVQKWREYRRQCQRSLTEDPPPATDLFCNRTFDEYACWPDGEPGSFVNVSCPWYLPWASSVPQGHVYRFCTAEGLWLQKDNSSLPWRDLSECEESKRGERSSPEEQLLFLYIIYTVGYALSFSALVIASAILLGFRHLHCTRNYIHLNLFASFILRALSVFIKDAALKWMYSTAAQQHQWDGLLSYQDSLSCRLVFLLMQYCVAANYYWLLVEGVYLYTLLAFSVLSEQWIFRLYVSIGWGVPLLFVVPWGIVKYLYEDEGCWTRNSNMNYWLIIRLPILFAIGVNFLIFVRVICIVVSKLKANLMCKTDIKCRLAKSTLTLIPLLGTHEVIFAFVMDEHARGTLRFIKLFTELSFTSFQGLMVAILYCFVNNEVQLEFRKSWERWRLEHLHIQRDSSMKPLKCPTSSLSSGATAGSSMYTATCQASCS
HT1080 IDH1KD tx: kills HT-1080 cells with IDH1 knockdown. HT-1080 IDH1 knockdown viability, ATP luminescence, 48 h. Potency, µM (highest dose often 46.1 µM), without a hit: at the top dose activity, negative = toxicity, most hits filed as cytotoxic. 2% of 360,000 active. AID 686971;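 also: potency is read from the fitted curve at half-maximal effect; 0% = DMSO wells and -100% = cell-free medium wells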
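CellTiter-Glo luminescence after 48 h compound exposure at 37 degrees C of IDH1-knockdown HT-1080 cells in 5% FBS RPMI. %Activity scaled between DMSO wells and cell-free media wells, with curves fitted and assigned curve classes.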
HT1080NT lethal: kills 2HG-producing HT-1080-NT fibrosarcoma cells; HT-1080-NT fibrosarcoma viability, CellTiter-Glo ATP luminescence, 48 h; Potency, µM (doses to about 46.1 µM), without a hit: at the highest dose activity, negative = less viability, usual class: cytotoxic; AID 686970; 1.6% of 360,000 active;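 also: NT is the 2HG producing partner of a matched IDH1 knockdown line; potency is read from the fitted curve at half-maximal effect; 0% = DMSO-treated cells and -100% = media-only wells without cells; nearly all actives have a fitted effect of over 55% in size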
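Viability of the 2HG-overproducing fibrosarcoma line after 48 hours of compound exposure at 37 degrees C was determined by luminescence with CellTiter-Glo, and concentration-effect curves were then fitted and categorized.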
D3 antag: antagonists of human D3 dopamine receptor. P35462. D3R cells, DiscoveRx beta-arrestin luminescence, antagonist mode; active compounds read low. max response, negative = inhibition, %. 2.5% of 360,000 active; in the data active = max response below about -50%; inconclusive = no clear call, values can overlap the other calls; also: % is scaled to controls: 0 for no effect and ±100 for the full control effect; mostly tested at two doses, the higher about 12 µM
Target sequence (P35462 whole entry, looked up): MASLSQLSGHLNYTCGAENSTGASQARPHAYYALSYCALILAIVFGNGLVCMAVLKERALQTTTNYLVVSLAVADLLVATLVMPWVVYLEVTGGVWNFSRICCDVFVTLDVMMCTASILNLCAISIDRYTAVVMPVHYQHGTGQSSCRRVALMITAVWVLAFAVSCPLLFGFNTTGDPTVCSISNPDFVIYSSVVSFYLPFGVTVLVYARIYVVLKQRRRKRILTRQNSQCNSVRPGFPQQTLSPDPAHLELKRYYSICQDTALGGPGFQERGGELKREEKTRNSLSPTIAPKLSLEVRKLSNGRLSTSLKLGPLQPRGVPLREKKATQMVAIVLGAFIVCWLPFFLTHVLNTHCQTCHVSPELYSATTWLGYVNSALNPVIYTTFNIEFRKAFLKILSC
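Cells plated overnight at 1500 cells/well, then exposed to library compounds with dopamine controls for 90 minutes at 37 degrees C. DiscoveRx reagent added for 30–60 minutes at room temperature; luminescence read, quantitative HTS format.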
DRD3 agonist: agonists of human D3 dopamine receptor | P35462 | 0.58% of 410,000 active | max activation, % | D3R DiscoveRx beta-arrestin cells, luminescence, 90 min; in the data active = max activation above about 30%; also: 0% is about no effect; mostly tested at two doses, the higher about 12 µM
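Agonist-mode cell screen: cells plated at 1500/well and incubated overnight at 37 °C, then exposed to library compounds for 90 min at 37 °C. Detection reagent was added for 30–60 min at room temperature, and luminescence was read.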
KB-3-1 cytotox: kills parental KB-3-1 adenocarcinoma cells; KB-3-1 viability, CellTiter-Glo ATP luminescence, 72 h; 1.4% of 400,000 active; Potency, µM (series often up to 46.1 µM), for inactives: at the top dose activity change, negative = cytotoxic, actives largely listed as cytotoxic; also: potency is read from the fitted curve at half-maximal effect; % is scaled to controls: 0 for no effect and ±100 for the full control effect; nearly all actives have a fitted effect of over 60% in size
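KB-3-1 cells, DMEM (no phenol red) + 10% FBS; compound by pin transfer, 72 h, 37 °C. Readout: CellTiter-Glo luminescence after 10 min. Data normalized, curve-fitted.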
IL1B secr inh: blocks inflammasome-driven IL-1 beta release; THP-1 LPS/ATP IL-1B secretion, AlphaLISA, 16 h; active compounds read low; activity change, % at 57.5 µM; 4.7% of 360,000 active; AID 743279; in the data active = activity change below about -50%; inconclusive = mostly about -30% to -49%; also: % is scaled to controls: 0 for no effect and ±100 for the full control effect
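THP-1 cells pretreated 1 hr with compounds (up to 57.5 uM final), then stimulated with LPS (250 ng/mL final) plus ATP (1.25 mM final); secreted IL-1B measured by AlphaLISA after 16 hr, decreased signal indicating inhibition.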
* = called active by the depositor; ? = inconclusive; nt = not tested or not shown; [ ] = dose if it differs, or a comment. Unless noted, calls follow the shape of the dose curve; as a rule, active = well fitted curve in the direction sought with a large enough effect; inconclusive = small, poorly fitted or top-dose-only effect, or another doubt; inactive = no such curve, though single readings can be large; an effect the other way counts as inactive or inconclusive.

SMILES	SW480 rerep	KB-V1 MDR tox	GLP1R ag	HT1080 IDH1KD tx	HT1080NT lethal	D3 antag	DRD3 agonist	KB-3-1 cytotox	IL1B secr inh
COc1ccc(C(=O)N2CCN(C3CCCCC3)CC2)c(OC)c1	1%	?	-12%	-22%	11%	-86*	-2	-2%	0
CCCS(=O)(=O)n1nc(-c2ccc(OC)cc2OC)cc1N	1%	-4%	8%	3%	7%	-10	-3	-6%	47
N/C(Cn1cncn1)=N\OC(=O)c1ccc(Cl)cc1Cl	-5%	-11%	2%	-5%	11%	-6	-5	-2%	-12
Cc1ccc(COc2ccc(-c3nnco3)cc2)cc1	-1%	-1%	8%	9%	4%	5	0	-1%	?
Cc1ccc(S(=O)(=O)N2C[C@@H]3[C@H]4CC[C@H](C4)[C@@H]3[C@@H](C)[C@@H]2C2CCCCC2=O)cc1 (stereo partly drawn)	3%	-4%	-2%	-5%	-4%	-3	-38	0%	-22
O=C(CCc1ccccc1)c1c(O)cc(O)cc1O	0%	4%	1%	2%	4%	12	-6	0%	-20
CC1C(=O)N(Cc2ccc(F)cc2)c2ccccc2N1C(=O)c1c(F)cccc1F (stereo not drawn)	11%	-4%	7%	-11%	0%	46	3	-18%	-2
Cc1cccc(C(=O)N[C@H](C(=O)Nc2nc3ccccc3[nH]2)C(C)C)c1	5.8µM*	?	13%	5.8µM*	5.8µM*	-24	-18	5.2µM*	91
Cc1nc(COc2ccc(C(=O)NCc3ccccc3CN3CCCCC3)cc2)cs1	?	0%	8%	1%	-1%	5	-14	0%	0
CCOc1ccc(CCNC(=O)CN2CCN(Cc3ccccc3F)C2=O)cc1OCC	-4%	-2%	8%	-4%	-10%	2	1	-3%	-8
O=S(=O)(CCN1CCOCC1)c1ccc(Oc2ccc(S(=O)(=O)CCN3CCOCC3)cc2)cc1	1%	25%	2%	-13%	-28%	4	3	?	4
CCOC(=O)c1cc(CC)sc1NC(=O)C1CC(=O)NN1Cc1ccccc1 (stereo not drawn)	11%	0%	12%	21µM*	?	23	-1	-19%	-60*
Cc1ccc(C)c(N2CCN(C(=O)CCc3nc(-c4ccccc4F)no3)CC2)c1	3%	-4%	10%	6%	-2%	47	9	4%	25
CCCCCC(=O)N1C[C@H](n2cc(-c3ccc(F)cc3)nn2)[C@@H](O)C[C@@H]1c1ccc(Cl)cc1	nt	?	-4%	?	16µM*	-25	2	?	?
CCn1c(NC(C)=O)nc2ccccc21	-5%	9%	-4%	4%	1%	8	4	5%	18
O=C(O)/C=C/C(=O)c1c(-c2ccccc2)[nH]c2ccccc12	?	-4%	0%	-1%	-3%	9	0	-29%	9
Cc1cccn2c(=O)c3cc(C(=O)NCc4ccco4)c(=N)n(CCOCCO)c3nc12	?	1%	0%	-5%	0%	0	-8	19%	-57*
Nc1ccc(Cl)c(S(=O)(=O)Nc2ccccc2Cl)c1	1%	-4%	0%	-16%	-19%	-4	3	1%	19
Cc1ccc(S(=O)(=O)NC(C)C(c2cccs2)N2CCOCC2)cc1 (stereo not drawn)	-5%	-3%	-2%	1%	-3%	1	2	12%	-1
CCC(=O)Nc1ccc(C(=O)N/N=C/c2cccnc2)cc1	-4%	11%	1%	9%	6%	22	-12	16%	19
O=C(CCC(=O)OCCCC(F)(F)C(F)(F)F)NC1CCCCC1	-4%	14%	-12%	-12%	0%[9.24 µM]	-21	3	-1%	0
CCCC(=O)Nc1nnc(S(=O)(=O)N(CC)c2ccccc2)s1	5%	19%	-4%	0%	2%	5	11	15%	-13
Cc1cc(Cl)ccc1OCCCC(=O)N1CCCCC1	-9%	-9%	11%	-14%	3%	-6	-3	-3%	-29
CCc1ccc(S(=O)(=O)Nc2c(NC3CCCCC3)c3ccccc3oc2=O)cc1	?	?	9%	-15%	-23%	2	4	-2%	-63*
Cc1ccc(-n2c(C)cc(C(=O)CN3C(=O)C(=O)N(C4CCCC4)C3=O)c2C)cc1	7%	?	8%	-3%	-27%	14	0	-1%	23
COc1ccc(-c2nc3nc(N)nn3cc2C)cc1F	0%	-27%	5%	-15%	-5%	-2	3	1%	0
C/C(N)=C(/C#N)C(=O)COC(=O)CCS(=O)(=O)c1ccccc1	-11%	15%	-9%	15%	26%	3	1	2%	-13
CC(C)COc1ccc(C(=O)OCCN2CCOCC2)cc1	-1%	-9%	3%	-3%	-1%	?	1	-7%	?
C[C@@]12C(=O)N(Cc3ccc(-c4ccccc4)cc3)CC(=O)N1[C@H](/C=C/c1ccccc1)[C@@H]1C(=O)N(c3ccccc3)C(=O)[C@@H]12	4%	-8%	3%	-11%	-29%	-21	-2	-2%	-7
N#Cc1ccccc1S(=O)(=O)N1CCN(C(=O)CCNS(=O)(=O)c2ccc(Cl)cc2)CC1	-27%	-1%	-4%	-5%	-9%	-10	5	-1%	-22
Cc1noc(C)c1CSCC(=O)Nc1cc(C(F)(F)F)ccc1N1CCOCC1	0%	3.7µM*	2%	-1%	-3%	0	-6	3%	?
CCc1ccc(/C=N/NC(=O)c2cc(C3CC3)nc3ccccc23)s1	18µM*	5.2µM*	25%	1.8µM*	?	?	2	5.2µM*	111
CC(=O)c1ccc(NC(=O)NC2CCCc3ccccc32)cc1 (stereo not drawn)	?	-27%	6%	-29%	-11%	?	-9	-4%	-30
O=C(c1cccc(F)c1)N1CCC(N2CCOCC2)CC1	-10%	-1%	0%	8%[9.24 µM]	22%	0	8	12%	14
O=C(O)CN(c1ccccn1)S(=O)(=O)c1ccc(Cl)cc1	1%	1%	-11%	21%	0%	-11	-5	2%	-2
COc1ccc(-c2cnnn2-c2ccc(NC(=O)c3ccc(S(=O)(=O)N4CCCCC4)cc3)cc2)cc1	-4%	?	-1%	-8%	3%	5	4	-9%	15
CCN(CC)C(=O)C1=C(C)Nc2nc3ccccc3n2C1c1ccc(Cl)cc1 (stereo not drawn)	nt	6%	-3%	nt	nt	nt	-7	5%	nt
Cc1ncc(CO)c(/C=N/N=C/c2ccccc2O)c1O	-12%	1%	-1%	8%	15%	-29	-2	-1%	-11
CCCc1cc(=O)[nH]c(SCC(=O)Nc2ccc([N+](=O)[O-])cc2C#N)n1	-29%	3%	-1%	-9%	-6%	-29	-7	?	18
O=C(O)CSc1nnc(-c2cccnc2)n1Cc1ccccc1	-4%	2%	1%	3%	8%	-22	-9	2%	3
O=C(CN1CCC(C(=O)c2ccc3c(c2)OCCO3)CC1)NCc1ccc(F)cc1	-2%	?	19%	0%	-19%	-3	-9	-28%	-10
Cc1cc(N)n(-c2ccc(S(=O)(=O)N3CCOCC3)cc2[N+](=O)[O-])n1	1%	5%	10%	15%	14%	2	14	26%	30
CN(C)c1cc(C(F)(F)F)nc(-c2ccccn2)n1	-5%	?	13%	?	?	-14	-2	22%	-4
NC(=O)Nc1ccc(C(=O)OCC(=O)NCc2ccc3c(c2)OCO3)cc1	-5%	0%	-3%	2%	-4%	18	1	-2%	-11
OC(COc1ccccc1)CN1CCCCC1 (stereo not drawn)	0%	?	8%	5%	20%	?	-28	6%	-6
O=C(COC(=O)C1CCCCC1C(=O)N1CCc2ccccc21)NCc1ccco1 (stereo not drawn)	-17%	1%	0%	6%	4%	4	7	-28%	-20
O=C(COc1ncnc2ccccc12)Nc1cc([N+](=O)[O-])ccc1F	0%	-2%	3%	0%	9%	7	-11	5%	-4
COc1cccc(-c2sc3ccc(OC)cc3c2C#CC2(O)CCCCC2)c1	?	-16%	2%	?	?	72	12	?	-25
COc1ccc(/C=C/C(=O)c2cc3cccc(OC)c3oc2=O)cc1	?	-7%	5%	0%	-18%	?	-7	?	-19
O=C(COc1ccc2ccccc2c1)Nc1ccccc1C(=O)O	-4%	-9%	-6%	-1%	3%	76	-8	?	17
CC(=O)Cc1nsc(NC(=O)c2cccs2)n1	-6%	18%	0%	-1%	-1%	15	2	-12%	8

An excerpt taken from the entries so far, for reference:
SMILES	SW480 rerep	KB-V1 MDR tox	GLP1R ag	HT1080 IDH1KD tx	HT1080NT lethal	D3 antag	DRD3 agonist	KB-3-1 cytotox	IL1B secr inh
Cc1cc(N)n(-c2ccc(S(=O)(=O)N3CCOCC3)cc2[N+](=O)[O-])n1	1%	5%	10%	15%	14%	2	14	26%	30
CN(C)c1cc(C(F)(F)F)nc(-c2ccccn2)n1	-5%	?	13%	?	?	-14	-2	22%	-4
NC(=O)Nc1ccc(C(=O)OCC(=O)NCc2ccc3c(c2)OCO3)cc1	-5%	0%	-3%	2%	-4%	18	1	-2%	-11
OC(COc1ccccc1)CN1CCCCC1 (stereo not drawn)	0%	?	8%	5%	20%	?	-28	6%	-6
O=C(COC(=O)C1CCCCC1C(=O)N1CCc2ccccc21)NCc1ccco1 (stereo not drawn)	-17%	1%	0%	6%	4%	4	7	-28%	-20
O=C(COc1ncnc2ccccc12)Nc1cc([N+](=O)[O-])ccc1F	0%	-2%	3%	0%	9%	7	-11	5%	-4
COc1cccc(-c2sc3ccc(OC)cc3c2C#CC2(O)CCCCC2)c1	?	-16%	2%	?	?	72	12	?	-25
COc1ccc(/C=C/C(=O)c2cc3cccc(OC)c3oc2=O)cc1	?	-7%	5%	0%	-18%	?	-7	?	-19

From PubChem BioAssay
